From PubChem BioAssay
OXTR potentiator: potentiators of human oxytocin receptor. P30559. CHO-OTR cells, Fluo-8 calcium fluorescence, potentiator mode; 0% = oxytocin EC15, 100% = EC100. activation, % at 3 µM. hit rate 0.061% among 320,000;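 active = activation above that plate's cutoff, the mean activation of tested compounds plus 3 SD, cut at about 6.6% in these data, passing the limit was not always enough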;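 also: 100% uses oxytocin at 75 nM as the full agonist control; some results filed as inactive read as strong as hits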
Target sequence (P30559 whole entry, looked up): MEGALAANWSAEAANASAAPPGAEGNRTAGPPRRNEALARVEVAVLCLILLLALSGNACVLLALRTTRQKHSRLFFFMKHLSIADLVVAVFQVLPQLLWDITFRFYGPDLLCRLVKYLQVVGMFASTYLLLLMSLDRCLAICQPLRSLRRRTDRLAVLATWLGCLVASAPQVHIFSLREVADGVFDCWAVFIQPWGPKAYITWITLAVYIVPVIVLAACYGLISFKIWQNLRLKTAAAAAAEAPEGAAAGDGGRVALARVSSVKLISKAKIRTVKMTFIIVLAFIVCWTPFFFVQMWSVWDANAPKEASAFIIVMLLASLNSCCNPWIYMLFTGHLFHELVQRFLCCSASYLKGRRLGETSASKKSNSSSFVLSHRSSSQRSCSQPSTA
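Material: CHO-OTR cells, human receptor; compound dosing: single dose, 3.0 µM nominal final compound concentration; schedule: 6 min compound pre-incubation at room temperature, 100 s kinetic read; measured by: kinetic Fluo-8 calcium fluorescence; read-out basis: % activation vs EC15 and EC100 oxytocin; controls: EC15 oxytocin alone as 0%, 75 nM oxytocin as 100%; replicates: singlicate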
TAAR1 ag: agonists of human TAAR1. Q96RJ0. CHO RD-HGA16 TAAR1, Fluo-8 calcium fluorescence; vehicle wells 0%, saturating PEA agonist 100%. activation, % at 3 µM. hit rate 0.99% among 360,000. AID 624467;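 active = activation above the mean activation of all test compounds in the run plus 3 SD, cut at about 38% in these data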
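System: CHO-derived RD-HGA16 cells with stable Gα16 and human TAAR1 / Times: 17-24 h plating, Fluo-8 75 min 37 °C, 30 min RT / Technique: calcium-sensitive Fluo-8 signal, excitation 470-495, emission 515-575 nm / Measure: % activation relative to PEA EC100 response / Benchmarks: DMSO and PEA EC100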
M1 ag: human M1 muscarinic receptor agonism; P11229; CHO-K1 hM1, Fluo-8 calcium fluorescence, agonist mode; 0% DMSO, 100% acetylcholine EC100; activation, % at 3 µM; hit rate 0.33% among 360,000; AID 588814;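 active = activation above the run's mean compound activation plus 3 SD, cut at about 16% in these data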;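 also: peak over basal fluorescence ratio within a 140 s kinetic read after compound addition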
Target sequence (P11229 whole entry, looked up): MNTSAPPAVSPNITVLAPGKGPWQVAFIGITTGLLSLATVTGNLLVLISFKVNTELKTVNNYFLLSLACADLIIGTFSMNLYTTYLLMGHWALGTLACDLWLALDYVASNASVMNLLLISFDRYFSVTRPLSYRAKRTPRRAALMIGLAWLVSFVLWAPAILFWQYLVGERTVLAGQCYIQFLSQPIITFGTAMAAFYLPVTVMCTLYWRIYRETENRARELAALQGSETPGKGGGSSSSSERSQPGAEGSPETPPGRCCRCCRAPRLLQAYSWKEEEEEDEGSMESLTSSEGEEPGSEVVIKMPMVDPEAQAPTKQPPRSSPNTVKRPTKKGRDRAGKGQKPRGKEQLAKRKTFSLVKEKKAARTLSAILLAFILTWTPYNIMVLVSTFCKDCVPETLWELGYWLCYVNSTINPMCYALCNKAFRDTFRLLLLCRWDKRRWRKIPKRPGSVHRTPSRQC
V1R ag counter: counter-screen for oxytocin receptor agonists: human V1a receptor agonists; hit rate 0.25% among 320,000; activation, % at 3 µM; CHO-V1R cells, Fluo-8 calcium fluorescence, agonist mode; 0% DMSO, 100% 3 nM vasopressin; AID 2797; P37288;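 active = activation above the mean activation of all tested compounds plus 3 SD, per screening run, cut at about 20% in these data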;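 also: signal is peak over basal fluorescence ratio across a 100 second FLIPR read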
CHRM1 PAM: human CHRM1 positive allosteric modulation; P11229; CHO-K1 hM1, Fluo-8 calcium fluorescence, ACh EC20; 0% = ACh EC20, 100% = maximal ACh; activation, % at 3 µM; hit rate 0.088% among 360,000; AID 588819; in the data active = activation above about 19%, passing the limit was not always enough
OXTR ag: activates the human oxytocin receptor | P30559 | CHO-OTR cells, Fluo-8 calcium fluorescence; normalized: DMSO 0%, oxytocin 100% | activation, % at 3 µM | hit rate 0.32% among 320,000 | AID 2435;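 active = activation above the mean of all tested compounds plus 3 SD, cutoff set per screening run, cut at about 20% in these data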;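 also: peak over basal fluorescence ratio from a 100 s FLIPR kinetic read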
TAAR1 antag: human TAAR1 antagonism | hit rate 1.5% among 360,000 | Q96RJ0 | inhibition, % at 3 µM | CHO RD-HGA16 TAAR1, Fluo-8 calcium fluorescence, antagonist | AID 624466;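 active = inhibition above a per-plate cutoff, the mean inhibition of test compounds on that plate plus 3 SD, cut at about 49% in these data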;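 also: 0% = DMSO plus EC80 beta-PEA response and 100% = DMSO alone without agonist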
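test system = CHO RD-HGA16 cells bearing hTAAR1 | replication = singlicate | controls = DMSO-only wells and EC80 β-PEA-stimulated wells | reagent = EC80 β-phenethylamine stimulus | read-out basis = percent inhibition of PEA-evoked calcium signal, max/basal emission ratio | schedule = seeding 17-24 h prior, 75-min 37 °C, 30-min RT dye loading | signal = kinetic Fluo-8 calcium fluorescence measurement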
CHO parental Ca: signal in parental CHO cells, OX1R antagonist counter-screen; parental CHO-K1, ATP-induced calcium, Fluo-8 fluorescence; inhibition, % at 5.6 µM; hit rate 0.63% among 330,000;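 active = inhibition above that plate's mean sample inhibition plus 3 SD, cut at about 26% in these data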;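 also: 0% = ATP-challenged DMSO wells and 100% = DMSO wells without ATP; some compounds past the cut are filed as inactive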
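Assay system – parental CHO cells · Reagent – ATP stimulus · Detection – intracellular calcium via Fluo-8 no-wash fluorescent dye · Evaluation – percent inhibition of ATP-evoked calcium rise, normalized to controls · Controls – ATP wells versus no-ATP DMSO wells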
M1 antag: blocks human M1 muscarinic receptor; CHO-K1 hM1, Fluo-8 calcium fluorescence, ACh EC80 antagonist; inhibition, % at 3 µM; hit rate 1.3% among 360,000;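 active = percent inhibition above its own plate's cutoff, namely the mean of that plate's compound wells plus 3 SD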;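 also: peak over basal fluorescence ratio during 140 s after agonist addition; 0% = ACh EC80 plus DMSO and 100% = DMSO alone without agonist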
Numbers without * were called inactive; / = not tested or not shown. Rows are unselected; any-hit rate near 3.7%.

SMILES | OXTR potentiator | TAAR1 ag | M1 ag | V1R ag counter | CHRM1 PAM | OXTR ag | TAAR1 antag | CHO parental Ca | M1 antag
COC(=O)C1C(=O)c2c([nH]c(C(=O)OC3CCCC3)c2C)CC1C (stereo not drawn) | -15 | 8 | -5 | -1.0 | -5 | -2.3 | 10 | -5 | 5
Cc1nc2scc(C)n2c(=O)c1S(=O)(=O)N1CCN(c2ccccc2F)CC1 | -5 | 1 | -2 | 2.7 | 2 | 2.0 | 12 | 5 | -4
O=C(c1ccccc1)N1CCN=C1c1ccccc1 | -3 | 0 | -4 | 1.1 | 2 | 1.2 | -13 | 3 | 6
CC(=O)N1N=C(c2cccs2)CC1c1cc2cc(C)ccc2nc1Cl (stereo not drawn) | -4 | 7 | -1 | 0.8 | 7 | -0.6 | -28 | -9 | -4
COc1ccc(C(=O)/C(C)=N/O)cc1OC | 1 | 18 | 0 | -0.2 | 5 | -0.9 | 5 | 7 | -15
Cc1ccccc1CSc1nnc(NC(=O)Cc2cccs2)s1 | -2 | 0 | -2 | -0.1 | -3 | -2.5 | -13 | 1 | 2
CC(OC(=O)c1ccc(Cl)c([N+](=O)[O-])c1)C(=O)N1CCN(Cc2ccccc2)CC1 (stereo not drawn) | -9 | 1 | -3 | 3.9 | -8 | 1.1 | 1 | -13 | 18
Cc1oc2ccc(OCc3c(F)cccc3Cl)cc2c1C(=O)O | 15 | 1 | -3 | 2.6 | 6 | 6.7 | -12 | -14 | -10
CCCn1cc(SCC(=O)NC2CCCC2)c2ccccc21 | -8 | -1 | -5 | -0.7 | 1 | -1.0 | -16 | -4 | 3
CCCNC(=O)N1CCN(c2ncccn2)CC1 | -6 | -1 | -1 | 1.1 | 5 | 0.1 | 3 | 4 | -5
NC(=O)C1CCN(C(=O)c2cc3ccccn3n2)CC1 | -1 | 3 | -4 | -1.0 | 2 | -1.0 | -11 | -4 | 3
COc1cccc(CSCC(=O)NCCc2ccccc2)c1OC | 1 | 3 | -4 | -0.9 | 6 | 1.4 | -19 | -9 | -2
Cc1ccc(NC(=O)CN(C)C2CCCCC2)cc1Cl | / | 1 | -7 | / | 5 | / | -2 | / | -6
CCCCNC(=O)CSc1nc2n[nH]c(C)c2c(=N)n1-c1cccc(Cl)c1C | -8 | 3 | -7 | -0.3 | -7 | -1.2 | -6 | -16 | 2
CCCCCn1c(SCC(=O)OC)nc2c1c(=O)[nH]c(=O)n2C | -4 | 1 | -5 | 0.2 | 3 | -0.1 | -14 | -9 | -7
CC(c1ccco1)N(C(=O)CSc1ccc(Br)cc1)c1ccccn1 (stereo not drawn) | -24 | 2 | -4 | 2.2 | 0 | 0.1 | 14 | -8 | 4
Cc1ccc(N2C(=O)C3C(C2=O)C2C=CC3C23CC3)c([N+](=O)[O-])c1 (stereo not drawn) | -3 | 3 | -8 | -0.6 | 14 | -1.2 | -10 | -9 | -18
OC[C@@H]1CN(C2CCCC2)C[C@H](n2cnc3c(N4CCCC4)ncnc32)O1 | / | 1 | -4 | / | 6 | / | -8 | / | -17
CC(=O)c1cc2c(cc1NC(=O)CN(C)S(=O)(=O)c1cccs1)OCO2 | 3 | 3 | -3 | 0.2 | 7 | 0.8 | -12 | -9 | -10
O=C(CN1CCN(c2nc(-c3ccc(F)cc3)cs2)CC1)Nc1ccc2c(c1)OCO2 | -5 | 5 | -1 | 1.7 | 0 | 1.8 | 15 | -2 | -6
O=c1cnnc(N/N=C/c2cccs2)[nH]1 | 0 | 1 | 1 | 0.9 | -8 | 0.6 | -14 | -2 | 23
CCCN(C(=O)CCNC(=O)Cn1cnc2ccccc2c1=O)c1cccc(C)c1 | -3 | -2 | -7 | 0.0 | 3 | -0.3 | -9 | -16 | -8
CN1CCN(CC(O)c2ccccc2)CC1 (stereo not drawn) | -3 | / | / | 0.4 | / | 0.0 | / | 3 | /
COc1ccc(OC)c(NC(=O)CCN2CCN(CCO)CC2)c1 | 4 | 1 | -4 | -0.6 | 9 | 0.1 | -10 | -10 | -8
NCC(=O)c1cccc2ccc[n+]([O-])c12 | -7 | 1 | -2 | 0.6 | 0 | 0.5 | 9 | 5 | 2
(listing goes on)
SMILES | OXTR potentiator | TAAR1 ag | M1 ag | V1R ag counter | CHRM1 PAM | OXTR ag | TAAR1 antag | CHO parental Ca | M1 antag
COc1cc(NC(=O)CCn2c(=S)oc3ccccc32)cc(OC)c1OC | -3 | 2 | 0 | 0.3 | 12 | -0.7 | -11 | -18 | -23
CC1(C)CCCC2(C)C1CCC1(C)OC(=O)CCC12 (stereo not drawn) | / | 4 | -7 | / | 9 | / | -16 | / | -22
Cc1c(CN(C)C(=O)/C=C/c2ccc([N+](=O)[O-])cc2)cnn1C | 1 | 1 | -9 | 1.5 | 4 | 1.2 | -15 | -7 | -3
COc1ccc(CCN2C(=O)CC(NNC(=O)c3ccccc3Br)C2=O)cc1OC (stereo not drawn) | 3 | -2 | -5 | 0.8 | 9 | 1.0 | -7 | -22 | -6
CC1Oc2ccccc2N(CC(=O)NCCc2ccccc2)C1=O (stereo not drawn) | 0 | 0 | -1 | 0.0 | -3 | -1.2 | 8 | 2 | -2
O=C(Cn1cnc2c(nnn2Cc2ccc(Cl)cc2)c1=O)NCc1ccco1 | -8 | 16 | 4 | -0.3 | 8 | 0.5 | 6 | -11 | -11
NC(=O)CS(=O)(=O)c1nc2ccccc2n1CC(=O)N1CCCCC1 | -2 | -1 | -4 | 0.4 | 6 | -0.9 | -28 | -9 | -7
CNC(=O)C[C@@H]1C(=O)N(c2ccc(OC)cc2)CC1(C)C | / | -1 | -1 | / | 4 | / | 2 | / | -11
COc1ccc(C(=O)NCCc2cn3ccc(C)cc3n2)cc1 | -3 | 0 | -6 | 0.2 | 9 | -0.9 | -1 | -10 | -16
COC(=O)c1ccc(Sc2ccc(F)cc2)c(N)c1 | -1 | / | -4 | -1.6 | 5 | -0.4 | / | -8 | -1
O=C(O)c1ccc(-c2nc3ccccc3[nH]2)cc1 | 3 | 2 | -2 | 0.7 | 2 | 0.9 | 4 | -2 | 0
CC1=C(C#N)C(c2cccnc2)C2=C(N1)c1ccccc1C2=O (stereo not drawn) | -6 | -1 | -3 | 0.7 | 6 | -1.0 | -9 | 4 | -5
CCOc1ccc(N2CC(C(=O)Nc3c(C)n(C)n(-c4ccccc4)c3=O)CC2=O)cc1 (stereo not drawn) | -22 | 1 | -3 | -0.2 | 5 | 0.1 | -14 | 6 | -2
CCOc1cc(C(=O)N2CCN(C/C=C/c3ccccc3)CC2)cc(OCC)c1OCC | 3 | -1 | -10 | -1.4 | 0 | -1.5 | -11 | -31 | -4
CN(C(=O)c1ccc(NC(=O)Cc2cccc(NC(=O)C3CCCN(C(=O)CCc4ccccc4)C3)c2)cc1)C1CC1 (stereo not drawn) | / | 0 | -5 | / | 0 | / | -9 | / | 5
O=C1C2C3C=CC(O3)C2C(=O)N1Nc1ccccc1 (stereo not drawn) | / | 2 | 1 | / | 7 | / | 1 | / | -11
CC(=O)Nc1ccc(S(=O)(=O)NN=CCCc2ccccc2)cc1 | / | 1 | -1 | / | -4 | / | 5 | / | 5
CN(C)CCCn1cnc2c1c(=O)[nH]c(=O)n2Cc1ccccc1 | -6 | 4 | -10 | 0.3 | 13 | 0.8 | -7 | -6 | -15
Cc1cc(-c2ccccc2)nc2cc(C(=O)NCCCn3ccnc3)nn12 | -9 | / | -5 | -0.7 | -5 | -1.5 | / | -16 | 9
Cn1ncc(Br)c1C(=O)Nc1ccc(Br)cn1 | 0 | 4 | -3 | -0.2 | 0 | -0.6 | -17 | -8 | 0
Cc1noc(C)c1CSc1ncnc2sc3c(c12)CCCCC3 | -2 | 1 | -5 | 0.5 | -2 | -1.6 | -14 | -21 | 4
COc1ccc(C=O)cc1CN1CCCN(Cc2ccccc2F)S1(=O)=O | -3 | 3 | -5 | 0.0 | -6 | 0.3 | 22 | -4 | 7
Cn1nnnc1SCCNC(=O)C1CCC(=O)N(CCc2cccc(F)c2)C1 (stereo not drawn) | -7 | 0 | -3 | 0.2 | 13 | 0.3 | -11 | -9 | -9
O=C(/C=C/c1ccc(Cl)cc1)NC(=S)Nc1ccc(NC(=O)c2ccco2)cc1 | -5 | 1 | -1 | 1.5 | 5 | 1.1 | 1 | -4 | -3
CC(C)C(C(=O)Nc1ccc(N2CCOCC2)cc1)N1C(=O)c2ccccc2C1=O (stereo not drawn) | -3 | 4 | -2 | 0.6 | 6 | -0.5 | 0 | -17 | -13
CC(=O)/C(N=Nc1cccc(C(F)(F)F)c1)=C(\C)O | -9 | 5 | -6 | 0.7 | -9 | 0.0 | -6 | -1 | 10
Cc1ccc(NC(=O)CCS(=O)(=O)c2cc3c(cc2Cl)NC(=O)CO3)cc1 | 1 | 2 | -3 | -0.1 | 6 | 0.7 | -7 | -6 | -7
Cc1ccc(C)c(CNc2ccc(S(=O)(=O)N3CCCCC3)cc2)c1 | -8 | 8 | -2 | -0.6 | -1 | -1.0 | 12 | 7 | 18
COCCNc1nc2cc(-c3ccc(C)cc3)sc2c(=O)n1C | / | 0 | -6 | / | -8 | / | -24 | / | 8

Seven compounds from above, ordered by the number in OXTR potentiator, largest number first.
structure	OXTR potentiator	TAAR1 ag	M1 ag	CHRM1 PAM	M1 antag
Cc1ccc(NC(=O)CCS(=O)(=O)c2cc3c(cc2Cl)NC(=O)CO3)cc1	1	2	-3	6	-7
CC1Oc2ccccc2N(CC(=O)NCCc2ccccc2)C1=O (stereo not drawn)	0	0	-1	-3	-2
COc1ccc(C=O)cc1CN1CCCN(Cc2ccccc2F)S1(=O)=O	-3	3	-5	-6	7
CN(C)CCCn1cnc2c1c(=O)[nH]c(=O)n2Cc1ccccc1	-6	4	-10	13	-15
O=C(Cn1cnc2c(nnn2Cc2ccc(Cl)cc2)c1=O)NCc1ccco1	-8	16	4	8	-11
CC(=O)/C(N=Nc1cccc(C(F)(F)F)c1)=C(\C)O	-9	5	-6	-9	10
CCOc1ccc(N2CC(C(=O)Nc3c(C)n(C)n(-c4ccccc4)c3=O)CC2=O)cc1 (stereo not drawn)	-22	1	-3	5	-2

Looked up above:
OXTR ag, COc1ccc(C=O)cc1CN1CCCN(Cc2ccccc2F)S1(=O)=O reads 0.3
M1 antag, CC(=O)Nc1ccc(S(=O)(=O)NN=CCCc2ccccc2)cc1 reads 5
